Screening results deposited in PubChem BioAssay by several laboratories.
DAX1 inh-1: DAX1 (NR0B1) inhibitors on StAR promoter, primary screen, cell-based, luminescence, SF-1 (NR5A1), full-length DAX-1. 1.1% of 370,000 active. inhibition, % at 6.8 µM. AID 652010, 2013. HEK293T StAR-luciferase reporter, SF-1/DAX-1 repression relief;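 active = inhibition above the mean over all tested compounds plus 3 SD, cut at about 3.6% in these data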;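 also: 0% = DAX-1 cells with DMSO and 100% = cells lacking DAX-1 with DMSO; higher inhibition means more luminescence from relief of DAX-1 repression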
proKLK7 act: proKLK7 zymogen activators, primary screen, biochemical, fluorescence intensity; Kallikrein-7 (Homo sapiens), P49862; 0.9% of 370,000 active; AID 652039, 2013; purified proKLK7, EDANS-DABCYL substrate fluorescence; 100% is mature enzyme control, 0% vehicle; activation, % at 7 µM;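 active = activation above the mean of all tested compounds plus 3 SD, computed per campaign excluding outliers beyond control limits, cut at about 13% in these data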
Target sequence (P49862 whole entry, looked up): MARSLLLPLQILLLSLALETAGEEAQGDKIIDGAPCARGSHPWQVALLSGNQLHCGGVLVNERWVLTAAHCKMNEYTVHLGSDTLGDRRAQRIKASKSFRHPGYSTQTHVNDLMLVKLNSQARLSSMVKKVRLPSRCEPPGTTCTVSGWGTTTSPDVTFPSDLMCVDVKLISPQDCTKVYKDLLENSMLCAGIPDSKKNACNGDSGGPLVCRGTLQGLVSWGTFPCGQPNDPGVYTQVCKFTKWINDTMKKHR
DAX1 inh-2: DAX1 (NR0B1) inhibitors, primary screen, cell-based, HEK293, Gal4-DAX1, luciferase luminescence. Nuclear receptor subfamily 0 group B member 1 (Homo sapiens), P51843. AID 504766, 2011. HEK293 Gal4-DAX1 luciferase reporter. 0.99% of 340,000 active. inhibition, % at 6.75 µM;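 active = inhibition above the mean over all tested compounds plus 3 SD, cut at about 4.2% in these data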;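 also: 0% = DAX1-transfected cells with DMSO and 100% = empty-vector control cells with DMSO; inhibition shows as a rise in luminescence from relieved DAX1 repression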
Target sequence (P51843 207-470 limits assumed): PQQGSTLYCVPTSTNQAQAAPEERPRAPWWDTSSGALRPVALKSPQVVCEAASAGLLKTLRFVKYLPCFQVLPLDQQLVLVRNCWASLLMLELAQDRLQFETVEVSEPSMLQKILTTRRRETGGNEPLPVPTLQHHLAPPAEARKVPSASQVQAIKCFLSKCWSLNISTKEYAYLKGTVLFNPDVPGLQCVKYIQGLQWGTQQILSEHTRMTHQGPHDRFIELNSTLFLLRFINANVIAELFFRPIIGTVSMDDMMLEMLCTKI
NPR2 activator: human GC-B receptor activators, primary screen, HEK293 GC-B cells, cGMP TR-FRET, EC30 CNP. 0% at EC30 CNP, 100% saturating CNP. AID 1920062, 2024. 0.11% of 370,000 active. activation, % at 10 µM. Atrial natriuretic peptide receptor 2 (Homo sapiens), P20594;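 active = activation at 10 µM reaching about 35% in either raw or pattern-adjusted values, limit read from the data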
hgDAF12 agonist: H. glycines DAF-12 receptor agonists, primary screen, cell-based, luminescence, HEK293, GAL4 fusion, UAS-luciferase; Nuclear hormone receptor DAF-12 (Heterodera glycines), GAL4 fusion; HEK293 GAL4-hgDAF12 UAS-luciferase reporter, agonist luminescence; normalized to butyrate control; activation, % at 6.8 µM; 1.8% of 370,000 active; AID 687014, 2013;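 active = activation above a cutoff set at the mean of all screened compounds plus 3 SD, cut at about 10% in these data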;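 also: 0% = DMSO wells and 100% = sodium butyrate wells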
sPLA2-III inh: human group III sPLA2 inhibitors, primary screen, biochemical, QFRET, BODIPY PC-A2 liposome substrate. Group 3 secretory phospholipase A2 (Homo sapiens), Q9NZ20. QFRET BODIPY PC-A2 liposome hydrolysis, fluorescence. inhibition, % at 12.2 µM. 0.56% of 370,000 active;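 active = inhibition above mean plus 3 SD of compounds lying within the high and low control bounds, cut at about 19% in these data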;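 also: 0% = median of test compound wells and 100% = no enzyme DMSO wells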
Target sequence (Q9NZ20 whole entry, looked up): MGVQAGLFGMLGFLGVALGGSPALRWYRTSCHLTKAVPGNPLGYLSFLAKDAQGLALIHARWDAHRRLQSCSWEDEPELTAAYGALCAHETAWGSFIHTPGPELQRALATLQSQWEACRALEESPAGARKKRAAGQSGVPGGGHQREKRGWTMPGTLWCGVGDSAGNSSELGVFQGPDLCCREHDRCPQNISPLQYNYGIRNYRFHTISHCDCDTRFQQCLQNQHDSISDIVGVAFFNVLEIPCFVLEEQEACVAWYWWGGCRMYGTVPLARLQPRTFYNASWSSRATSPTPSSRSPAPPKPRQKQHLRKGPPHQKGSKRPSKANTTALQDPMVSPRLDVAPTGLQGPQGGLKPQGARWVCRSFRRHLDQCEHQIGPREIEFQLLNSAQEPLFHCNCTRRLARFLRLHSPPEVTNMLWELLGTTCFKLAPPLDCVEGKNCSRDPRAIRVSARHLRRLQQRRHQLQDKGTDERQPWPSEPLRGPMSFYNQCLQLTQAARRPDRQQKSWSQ
SMARCA2 act: SMARCA2 (BRM) function activators, primary screen, cell-based, luminescence, high throughput | MG213 cells, MMTV-luciferase reporter, dexamethasone, overnight | activation, % at 9.1 µM | 1% of 370,000 active | AID 652017, 2013; in the data active = activation above about 7.8%;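 also: 0% = vehicle wells and 100% = reference activator wells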
ssDAF-12 act: S. stercoralis DAF-12 nuclear receptor activators, primary screen, cell-based, luminescence, HEK293, GRIP1 co-expression, lit1-tk-luc; Nuclear hormone receptor DAF-12 (Strongyloides stercoralis); HEK293 ssDAF-12/GRIP1 lit1-tk-luc reporter; % of 3 µM dafachronic acid response; activation, % at 6.8 µM; 1% of 370,000 active;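 active = activation above the mean over all tested compounds plus 3 SD, cut at about 0.9% in these data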;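 also: 0% = DMSO-only wells and 100% = 3 µM delta7-dafachronic acid wells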
GC-A act: GC-A stimulated cGMP production enhancers – HEK293 GC-A cells, cGMP TR-FRET, EC30 ANP, primary screen | Atrial natriuretic peptide receptor 1 (Homo sapiens), P16066 | 0% at EC30 ANP, 100% saturating ANP | activation, % at 10 µM | 0.14% of 370,000 active; in the data active = activation above about 40%
hcDAF12 agonist: H. contortus DAF-12 nuclear receptor activators, primary screen, cell-based, luminescence, HEK293, lit1-tk-luc reporter | 1.4% of 370,000 active | HEK293 hcDAF-12 lit1-tk-luc reporter; 0% DMSO, 100% Δ7-dafachronic acid | activation, % at 6.8 µM | AID 652067, 2013;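 active = activation above the mean of all tested compounds plus 3 SD, cut at about 5.5% in these data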;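 also: 100% = response to 3 µM Δ7-dafachronic acid high control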
FXN GAA850 act: FXN promoter activators, primary screen, cell-based, luciferase luminescence, HEK293 lucGAA850; HEK293 lucGAA850 FXN promoter luciferase reporter, 24 h; percent of 10 µM SAHA response; activation, % at 6 µM; 0.56% of 360,000 active;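 active = activation above the average of all compounds screened plus 3 SD, cutoff fixed separately per campaign, cut at about 7.5% in these data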;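 also: 0% = DMSO wells and 100% = 10 µM SAHA wells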
* marks the source's active call; other numbers are inactive results; nt = no result given; & = joins results of further samples.

SMILES | DAX1 inh-1 | proKLK7 act | DAX1 inh-2 | NPR2 activator | hgDAF12 agonist | sPLA2-III inh | SMARCA2 act | ssDAF-12 act | GC-A act | hcDAF12 agonist | FXN GAA850 act
CCN1CCN(Cc2ccc(NC(=O)c3ccc(C)c(NC(=O)C(=O)c4c[nH]c5ccccc45)c3)cc2C(F)(F)F)CC1 | 1.1&-0.2 | -3.8&-6.8 | 1.0&-0.8&0.2 | -6&-9 | 3.2&0.2 | -30&-14 | 0&3 | -0.5&-0.4 | 1&-3 | 2.7&1.9 | -4.8&-3.7&-5.8
NC(COCc1ccccc1)c1csc(Nc2nncc3ccccc23)n1 (stereo unspecified) | 0.1 | -0.4 | nt | -3 | 0.9 | 3 | -2 | -0.3 | -4 | -0.3 | 0.5
C1=C(CCNc2ncnc3nc[nH]c23)CCCC1 | -0.7 | 0.4 | -1.1 | 3 | 5.9 | 1 | -1 | -1.4 | 3 | -3.4 | 2.2
O=C(Nc1ccc(Cl)cn1)c1cnn2cccnc12 | 2.3 | -0.3 | 0.8 | -1 | 5.0 | 6 | 5 | -0.5 | -2 | 5.5 | 0.3
COC(=O)Cn1c2c(c3cc(C)ccc31)CCCC2NC(C)c1ccccc1 (stereo unspecified) | -0.4 | 0.8 | 0.6 | -2 | 0.6 | -14 | -2 | -1.3 | 0 | -0.5 | -0.8
COCCNC(=O)c1ccc2c(c1)S(=O)(=O)c1ccccc1C2=O | 0.2 | 0.3 | 0.0 | -2 | -0.2 | 4 | 0 | -1.5 | 1 | -0.3 | 1.9
CCc1ccc2[nH]c(=O)c(C3C(C#N)=C(N)Oc4c3ccc3cccnc43)cc2c1 (stereo unspecified) | 0.3 | -2.6 | -0.1 | 5 | -0.7 | 0 | -2 | 0.2 | 6 | 2.7 | -1.7
Cc1ccc(O)c(C2=Nc3ccccc3C2(C)C)c1 | 0.8 | 2.6 | 1.6 | -7 | 10 | 0 | 0 | -0.5 | -6 | 1.9 | 2.0
Cn1c(SCC(=O)Nc2sccc2C(N)=O)nc2ccccc2c1=O | 0.0 | -0.2 | -2.5 | 0 | -4.8 | 6 | -3 | -1.5 | -7 | -1.0 | -0.6
Cc1cc(N2CCOCC2)ncc1[N+](=O)[O-] | 0.4 | 0.0 | 0.5 | 3 | 3.2 | 1 | 1 | -1.8 | 2 | -0.8 | 3.0
CC(C)OCCCN(C)C1CCN(S(=O)(=O)c2csc(C(N)=O)c2)CC1 | 0.5 | -0.2 | 0.8 | 5 | -1.1 | 1 | -2 | -0.2 | 1 | -2.0 | -1.5
CCCCN1CC(=O)N2[C@H](c3ccc(Cl)cc3)[C@@H]3C(=O)N(CC)C(=O)[C@@H]3[C@]2(C)C1=O | 0.1 | -0.4 | 1.4 | 2 | -0.5 | -2 | 1 | -1.4 | -2 | -1.3 | -3.3
CCCCCC1C(=O)CCC1CC(=O)OC (stereo unspecified) | -0.5 | 0.1 | 4.4* | -1 | 2.3 | 9 | -1 | -1.2 | 2 | 0.2 | -0.4
CCOC(=O)N1CCN(c2c(NCC3CCN(Cc4cccc(C)c4)CC3)c(=O)c2=O)CC1 | -0.4 | -0.2 | 0.0 | 4 | -2.4 | -7 | -1 | -1.2 | 2 | 1.0 | 0.5
Cc1ccc2nc(-c3cccc(SC4CCCCC4)c3)c(NCc3ccccc3)n2c1 | -0.6&-0.1 | -18&-11 | 0.5 | 5&3 | -0.9&-0.4 | 2&9 | -1&-4 | -1.3&-0.7 | 7&2 | -1.7&-1.1 | 1.4
COC(=O)C1CN(C(=O)COc2ccc(C)c(C)c2)c2ccccc2O1 (stereo unspecified) | 0.1 | -0.5 | 1.2 | -4 | 1.1 | 3 | -1 | -1.3 | -4 | 1.7 | 1.0
COc1cc2c3cc1Oc1cc(ccc1O)C[C@@H]1c4c(cc(OC)c(O)c4Oc4ccc(cc4)C[C@@H]3N(C)CC2)CC[N+]1(C)C | 0.3 | -0.5 | nt | -2 | -3.9 | 13 | -6 | -1.5 | 2 | -1.1 | nt
Fc1ccc(Nc2nc(-c3cccnc3)cs2)cc1 | 1.3 | -0.1 | 8.0* | 0 | 17* | 0 | 5 | 1.1* | 11 | 10* | 6.5
CN(C)Cc1c(C(=O)N/N=C/c2cccs2)nnn1-c1nonc1N | -0.3 | 0.5 | 0.8 | 10 | -2.5 | 15 | -4 | -0.3 | 5 | -2.1 | 2.5
CC(C)CC1c2[nH]c3ccccc3c2CCN1CCCn1cccn1 (stereo unspecified) | 0.0 | 3.0 | nt | -1 | -5.8 | -2 | -1 | -0.2 | -7 | 1.0 | -0.8
O=C(NCC1CCCN1S(=O)(=O)c1cccs1)c1ccc([N+](=O)[O-])cc1 (stereo unspecified) | -0.1 | -0.2 | -1.0 | -4 | -1.0 | -7 | -3 | -1.2 | -2 | -0.7 | 2.3
Cc1cc(NC(=O)CSCc2ccccc2)no1 | -0.2 | -0.1 | -0.1 | 2 | 0.2 | 12 | 0 | -1.5 | 7 | -1.8 | 0.1
COCCN(CC(=O)NC1CCCCC1)C(=O)CSc1nc2ccccc2o1 | -0.2 | 0.3 | -0.8 | 0 | -0.1 | 1 | -1 | -0.4 | 4 | -1.1 | 0.0
Cc1ccc(C(=O)N[C@H](C(=O)Nc2cc(Cl)cc(Cl)c2)C(C)C)cc1 | -0.3 | -0.5 | 0.1 | 3 | 2.4 | 15 | 0 | -0.5 | 10 | 0.6 | -3.5
CCS(=O)(=O)c1ccc(C(=O)Nc2cccc(Cl)c2)c(Cl)c1Cl | -1.8 | 0.3 | -2.0 | 2 | -4.4 | -7 | -1 | -2.0 | -1 | -1.7 | -1.8
CCOc1ccc(C(O)Cn2c(=N)n(CCN3CCCCC3)c3ccccc32)cc1 (stereo unspecified) | 0.0 | 0.0 | 0.5 | -12 | -0.8 | -4 | 3 | -1.1 | -19 | -0.2 | -3.9
CCc1ccc(Nc2nc(N3CCOCC3)nc(N3CCOCC3)n2)cc1 | 0.0 | 0.5 | 0.7 | 1 | 3.1 | 2 | 1 | -0.9 | 3 | -2.5 | -0.6
CCOC(=O)C(NC(=O)CC)(Nc1sc2c(c1C(=O)OC)CCN(C)C2)C(F)(F)F (stereo unspecified) | -0.5 | -0.6 | 2.7 | 8 | 2.1 | 0 | -3 | -1.2 | 7 | -1.1 | 0.0
CCS(=O)CC(=O)Nc1c(-c2ccccc2)oc2ccccc2c1=O (stereo unspecified) | -0.5 | 0.4 | nt | 3 | 4.2 | -2 | -3 | -1.9 | 0 | -0.1 | -1.4
COc1ccc(/C=N/NC(=O)c2ccccc2O)cc1Cn1cc(Cl)cn1 | -0.8 | -0.6 | -0.4 | 2 | 0.4 | -8 | 2 | -1.3 | 0 | -0.5 | 2.7
CCCNc1c(NS(=O)(=O)c2ccc(Cl)s2)c(=O)oc2ccccc12 | 0.0 | -0.5 | -0.1 | 1 | 3.1 | -7 | -4 | -0.8 | -9 | -0.1 | 0.3
COc1ccc(SC2=C[C@@]3(O)CC[C@@H](O)[C@@](Sc4ccc(OC)cc4)(C2=O)[C@H]3O)cc1 | -2.1 | -0.2 | nt | 1 | -2.2 | -9 | -2 | -1.4 | 2 | -2.6 | nt
Cc1ccsc1/C=N/NC(=O)Cc1cc(=O)[nH][nH]1 | 0.1 | 0.1 | 0.4 | 3 | 0.2 | -4 | 4 | 1.4* | 2 | 0.7 | 1.5
O=C(COc1ccc(/C=N/NS(=O)(=O)c2ccccc2)cc1)Nc1ccccc1 | 0.5 | -0.3 | -0.8 | -2 | 0.7 | -11 | -1 | -1.2 | -3 | -0.1 | 2.3
COc1ccc(N2CCN(S(=O)(=O)c3c(C)nc4sccn4c3=O)CC2)cc1 | 0.0 | 0.4 | 1.2 | -1 | 4.0 | 6 | 0 | -0.7 | 1 | -0.5 | 0.0
COc1ccc(CCNC(=O)CN(c2cccc([N+](=O)[O-])c2)S(C)(=O)=O)cc1OC | 0.2 | -0.7 | -1.9 | 8 | -4.2 | 2 | -2 | -1.3 | -5 | -1.4 | 2.4
O=C(COc1ccc(C(=O)NCc2cccnc2)cc1)Nc1cccc(C(F)(F)F)c1 | -4.2 | 0.4 | -2.7 | -10 | -5.2 | -7 | -1 | -0.9 | 2 | -1.9 | 0.2
COc1ccc(C2C(C#N)=C(C)NC(C)=C2C#N)c(OC)c1 | 1.1 | 0.4 | -0.6 | -6 | 1.0 | 0 | -1 | -2.0 | -4 | -0.3 | 1.3
CCOC(=O)N1CCN(Cc2nc(Cc3cccc(F)c3)no2)CC1 | -0.1 | -0.1 | -0.4 | 3 | -2.9 | 1 | 1 | -1.6 | 1 | -2.3 | 1.4
COc1ccc(-n2nnnc2CNC(=O)C2CC(=O)N(c3ccc(F)cc3)C2)cc1 (stereo unspecified) | -0.1 | 0.3 | 0.2 | 1 | 0.6 | 8 | -2 | -1.4 | 1 | -0.1 | -0.5
Cc1ccccc1C(=O)Oc1ccccc1C(=O)N1CCOCC1 | -0.3 | 0.5 | 2.7 | -4 | -0.8 | -3 | -2 | -0.6 | 0 | -1.8 | 0.2
Nc1ccn([C@@H]2O[C@H](C(=O)N[C@H](Cc3ccccc3)C(=O)N[C@H]3CCCCNC3=O)[C@@H](O)[C@H]2O)c(=O)n1 | -0.8 | -0.4 | nt | 2 | -4.5 | -3 | 1 | -1.5 | -2 | -1.1 | nt
Cc1ccc(C2=Nn3c(COc4ccc(Cl)cc4)nnc3SC2CC(=O)O)cc1 (stereo unspecified) | 0.1 | 0.6 | 0.7 | 1 | 1.2 | -16 | 5 | -0.4 | 0 | 0.2 | 0.2
N/C(=N\OC(=O)c1cc([N+](=O)[O-])ccc1Cl)c1ccccn1 | -0.6 | 0.3 | 4.0 | -1 | -1.2 | -3 | 5 | -1.3 | -1 | -1.0 | -0.7
COc1cc(C(=O)Nc2nc3ccc(S(C)(=O)=O)cc3s2)cc(OC)c1C | -1.3 | -2.1 | -1.7 | 0 | -2.1 | -23 | -3 | -1.5 | -4 | -2.5 | 0.1
